Screens deposited in PubChem BioAssay by several laboratories.
INS promoter inh = TRM-6 insulin promoter activity inhibition; TRM-6 cells (human fetal islet line), insulin promoter-eGFP reporter, imaging; reporter expression induced with tamoxifen; 130,000 tested, 0.9% active; AID 1273; inhibition, % at 2 µM;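 active means inhibition above the mean plus 3 SD, with well images judged a real hit on visual review, cut at about 60% in these data, passing the limit was not always enough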
sdo1 growth = restores growth of sdo1-depleted yeast. S. cerevisiae sdo1-depleted JHY4D growth rescue, OD600 30 h; hits give high values; pdr5 snq2 efflux-pump mutant strain. z-score at 10 µM. 140,000 tested, 0.21% active. AID 817;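 active means z-score above 3 at both the 24 hr and the 30 hr optical density reads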;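 further: z-score against mean and SD of all compound wells on the same plate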
sdo1 growth Rescue 24 h = further read-out of sdo1 growth, marked with its call; z-score; S. cerevisiae sdo1-depleted JHY4D growth rescue, OD600; measured here: growth rescue at 24 h;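 0 is the plate mean of compound wells and units are plate SD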
An asterisk follows results filed as active; x = no result given.

cpd	INS promoter inh	sdo1 growth	sdo1 growth Rescue 24 h	SMILES
1	-17.6	x	x	COC(=O)CCC/C=C1/SCC(NC(=O)c2ccccc2)/C1=N/O (stereo not drawn)
2	6.7	x	x	CCc1ccc(C(=O)NNC(=O)OC)cc1
3	-21.4	0.01	-1.06	CCCn1c(SCC(=O)Nc2cc(S(=O)(=O)N3CCOCC3)ccc2Cl)n[nH]c1=O
4	x	0.31	1.45	Cc1cccc(Nc2n[nH]c(=S)s2)c1C
5	x	0.41	0.58	COc1ccc(N2CCN(CC(=O)N3CCC(C)CC3)CC2)cc1
6	55.6	-0.37	-1.23	Cc1cc(NC(=O)c2ccco2)ccc1-n1cnnn1
7	3.6	-1.86	-1.82	Cc1cc(C(=O)OCc2nnc(-c3ccccc3)o2)c(C)n1-c1ccccc1
8	35.7	x	x	O=C(c1cnn2c(C(F)F)cc(-c3ccccc3)nc12)N1CCc2ccccc2C1
9	11.1	x	x	CCN(CC)c1ccc(C(=O)c2cnc(/N=C/N(C)C)s2)cc1
10	41.7	0.39	0.35	O=S(=O)(NC1CCN(Cc2ccccc2)CC1)c1cccc2cccnc12
11	15.4	-0.39	-0.64	CC(=O)Nc1ccc(C2=NN(Cc3nnc(-c4ccccc4)o3)C(=O)SC2)cc1
12	x	1.05	0.29	COc1ccccc1NS(=O)(=O)c1ccc(NC(=O)CCNC(=O)c2ccco2)cc1
13	x	-0.08	-1.01	COc1nc(OC)nc(Oc2ccc([N+](=O)[O-])cc2Cl)n1
14	-20.0	0.12	0.6	CN1OC(c2ccccc2)=C(CO)C1c1ccccc1 (stereo not drawn)
15	-25.9	-0.9	-1.55	Cc1cccc(C)c1NC(=O)C(NS(=O)(=O)c1cccs1)c1ccccc1 (stereo not drawn)
16	x	1.69	3.12	O=C1COc2ccc(C(=O)COC(=O)c3ccc4ccccc4n3)cc2N1
17	10.2	-1.02	-0.72	CCOC(=O)c1cnc(-n2nc(C)cc2C)nc1NNc1nc(-c2ccccc2)cc(-c2ccccc2)n1
18	0.0	x	x	COc1ccc(/C=N/Nc2cn[nH]c(=O)c2Cl)cc1
19	x	0.9	1.37	CC1CCCCC1NC(=O)CN1CCC(O)(c2ccc(F)cc2)CC1 (stereo not drawn)
20	13.9	-0.66	-1.1	CCOc1cc(C)c(Cl)cc1S(=O)(=O)N1CCCC1
21	12.5	x	x	O=C(Nc1nnc(-c2ccccc2F)s1)c1cccnc1
22	x	-0.53	-0.03	CCCCOP(=O)(c1ccc(N(C)C)cc1)C(Nc1ccccc1)c1ccccc1 (stereo not drawn)
23	-17.3	0.06	-0.01	CSc1c(CC(=O)NCCO)n(C)c2ccccc12
24	x	-0.34	1.74	Cc1n[nH]c(C)c1S(=O)(=O)N1CCCC(C(=O)N2CCN(c3ccc(Cl)cc3)CC2)C1 (stereo not drawn)
25	-22.7	-0.4	-0.12	Cc1nc(NCCc2ccccc2F)c(C#N)c(C)c1[N+](=O)[O-]
26	-74.6	1.89	1.86	CCN(C(=O)COC(=O)c1c(NC(C)=O)sc(C)c1C)C1CCS(=O)(=O)C1 (stereo not drawn)
27	-36.7	-1.33	0.48	Clc1ccc(/C=N/NC(=Nc2ccccc2)c2ccccn2)c(Cl)c1
28	23.1	x	x	CCCC(CCC)C(=O)Oc1cc(C)[nH]c(=O)c1[N+](=O)[O-]
29	60.0*	-0.34	-0.27	O=C(CN1CCOc2ccccc21)NCc1ccc(F)cc1
30	19.2	2.05	1.95	CC/C(=N/NC(=O)CCC(=O)Nc1ccccc1OC)c1ccccc1
31	20.0	0.45	1.2	Cc1cccc(COc2ccc(/C(O)=C3\C(=O)C(=O)N(CCN(C)C)C3c3ccncc3)cc2)c1 (stereo not drawn)
32	-32.1	0.05	-0.47	COC(=O)c1[nH]c2cccc(OC)c2c1NC(=O)C(C)N1CCC(C)CC1 (stereo not drawn)
33	18.2	-0.58	-0.52	COC(=O)CN(c1nc(C)c(Cl)c(OC)n1)S(=O)(=O)c1ccc(C)cc1
34	39.3	-1.83	-0.71	Clc1ccc(CSCCc2ccncc2)cc1
35	41.7	x	x	Cc1ccc(SCC(=O)c2ccc[nH]2)cc1
36	-21.6	1.55	1.66	C=CCOc1ccc(/C(O)=C2\C(=O)C(=O)N(CCOC)C2c2cccnc2)cc1 (stereo not drawn)
37	-64.5	-1.45	-0.78	CCC1(C)Cc2ccccc2-c2nc(NCCO)n(-c3ccc(C)cc3)c(=O)c21 (stereo not drawn)
38	45.0	x	x	C=CCN1N=C(/C=C/c2ccc(C)cc2)CCC1=O
39	x	1.57	1.93	O=C(C1=NN[C@@H]2C(=O)N(c3cccc(F)c3)C(=O)[C@H]12)c1ccc2ccccc2n1
40	-22.2	x	x	COc1cccc(N2CCN(C(=O)CCSCc3ccccc3F)CC2)c1
41	x	-0.35	-0.23	COc1cccc(-c2nc(CS(=O)CC(=O)NCc3ccc4c(c3)OCO4)c(C)o2)c1 (stereo not drawn)
42	10.8	1	1.39	CC1C(=O)CCN(C(C)C)C1C (stereo not drawn)
43	-53.9	0.64	-0.04	COc1cccc(-n2cc3c(=O)n(C)c(=O)n(C)c3c2)c1
44	x	-1.26	-0.87	CC(=O)Oc1ccc2ccccc2c1C(NC(=O)Cc1ccccc1)c1ccc(Cl)cc1 (stereo not drawn)
45	-40.0	0.92	2.05	Cc1ccc(Sc2ccc(NC(=O)c3ccc(S(C)(=O)=O)cc3Cl)cc2)cc1
46	-8.3	x	x	Cc1cc(NC(=O)CSc2ccccn2)no1
47	6.5	0.74	3.25	COC(=O)c1ccc(C2C(Oc3ccc(OC)cc3)C(=O)N2CCc2ccc(F)cc2)cc1 (stereo not drawn)
48	46.1	-0.91	-0.87	COc1ccc(CNc2ccccc2)cc1Br
49	-7.7	0.01	-0.38	CCc1cc(C(=O)NNC(=S)Nc2cccc(C)c2)cs1
50	x	-0.04	0.34	CCn1c(CCCOc2ccc(Cl)cc2Cl)nnc1SCC(=O)Nc1cccc(F)c1
51	-92.9	-1.11	-0.25	CN1C2CCC1/C(=C\c1ccc(F)cc1)C(=O)/C2=C/c1ccc(F)cc1
52	36.7	-0.64	1.08	CCOC(=O)c1cc(CC)sc1/N=C/c1c(O)ccc2ccccc12
53	-209.1	x	x	COc1cc(NC(=O)c2ccc([N+](=O)[O-])o2)ccc1NC(=O)c1cccs1
54	-387.5	0.19	0.02	CC(C)CNC(=O)CN(C1CCCCC1)S(C)(=O)=O
55	-19.1	0.59	-0.09	C[C@H](NC(=O)OC(C)(C)C)C(=O)NCC1CCC(C(=O)O)CC1 (stereo partly drawn)
56	7.9	-0.08	0.19	COc1cc(C=O)ccc1OCCCCOc1ccccc1[N+](=O)[O-]
57	x	-2.75	-1.66	CCC(C)NC(=O)c1c(N)n(/N=C/c2ccccn2)c2nc3ccccc3nc12 (stereo not drawn)
58	-60.5	0.47	-0.47	CN(C)c1nc(Oc2ccc(=O)[nH]n2)nc(N2CCOCC2)n1
59	x	-0.29	-0.68	COc1cccc(C(=O)N2CCN(S(=O)(=O)Cc3ccccc3)CC2)c1
60	x	-0.19	-1.14	O=C(Cn1cnc2c(cnn2-c2ccccc2)c1=O)NCc1ccccc1

(listing goes on)
cpd	INS promoter inh	sdo1 growth	sdo1 growth Rescue 24 h	SMILES
61	x	0.79	0.78	O=C(CSc1nc2ccccc2[nH]1)NCc1ccc2c(c1)OCO2
62	-6.2	0.59	-0.41	O=C(Oc1ccc2c(c1)OCC2=O)c1ccccc1
63	x	1.02	1.77	Cc1occc1-c1nnc(SCC(=O)NCc2cccs2)n1CC1CCCO1 (stereo not drawn)
64	-35.4	2	2.98	NS(=O)(=O)c1ccc(CCNC(=O)c2ccccc2[N+](=O)[O-])cc1
65	x	-0.78	-1.44	CCOC(=O)N1CCN(C(=O)c2oc3ccc(S(=O)(=O)N4CCCCC4)cc3c2C)CC1
66	x	-0.48	-0.66	CC(C)C1N(c2ccccc2)C(N)=C(C#N)C1(C#N)C#N (stereo not drawn)
67	3.5	-0.46	0.07	Cc1ccc(S(=O)(=O)N(C)CC(=O)O/N=C(\N)c2cccc([N+](=O)[O-])c2)cc1
68	x	0.53	-0.86	CCC1(CC)NC(=O)N(CC(=O)OCC(=O)Nc2cc(C)ccc2C)C1=O
69	-2.6	-0.67	-0.66	CCC1CCc2c(c3ccccc3[nH]c2=O)O1 (stereo not drawn)
70	-73.7	0.57	0.37	Cc1c(NC(=O)c2cnn3c2NC(c2ccco2)CC3C(F)(F)F)c(=O)n(-c2ccccc2)n1C (stereo not drawn)
71	-311.4	-0.99	-1.54	CCCn1c(NCc2cccc(OC)c2O)nc2ccccc21
72	x	1.66	1.88	CC1(C)CC(=O)C2=C(C1)Nc1ccccc1NC2c1cccnc1 (stereo not drawn)
73	x	-0.63	-0.51	CCCNC(=O)c1ccc(C2SCC(=O)N2CCc2ccccc2)cc1 (stereo not drawn)
74	-94.1	0.92	1.12	CCCCNc1ccc2nsnc2c1[N+](=O)[O-]
75	25.9	x	x	O=C(/C=C/c1ccccc1)NC(=S)NNS(=O)(=O)c1ccccc1
76	10.0	x	x	Cc1cc(C)n(CC(=O)N/N=C/c2cc(Br)cc([N+](=O)[O-])c2O)n1
77	21.2	-1.94	-1.65	O=c1cc(CSc2nc(NCc3ccccc3)c3ccccc3n2)nc2ccc(Cl)cn12
78	21.4	x	x	CC1(C(=O)Nc2cccc(S(=O)(=O)N3CCOCC3)c2)Cc2ccccc2C(=O)O1 (stereo not drawn)
79	25.0	0.69	0.7	CC(=O)N1CSCC1C(=O)O (stereo not drawn)
80	58.3	-0.13	0.16	CCCCCCCN=CC1=C(O)CC(c2ccccc2)CC1=O (stereo not drawn)
81	40.0	-0.95	-0.91	CC(=O)c1c(Nc2ccccc2)sc(C(=O)c2ccccc2)c1C
82	58.3	0.48	-0.04	O=C(Cc1cccs1)N1CCN(C(=O)C2CCCO2)CC1 (stereo not drawn)
83	x	-0.88	-1.19	COc1cccc(Cn2nnc(C(=O)NCc3ccccc3Cl)c2N)c1
84	40.5	0.52	0.74	OC(COCC1CC=CCC1)Cn1cnc2ccccc21 (stereo not drawn)

An excerpt from above in order of molar mass, lowest first:
cpd	INS promoter inh	sdo1 growth	sdo1 growth Rescue 24 h	SMILES
79	25.0	0.69	0.7	CC(=O)N1CSCC1C(=O)O (stereo not drawn)
35	41.7	x	x	Cc1ccc(SCC(=O)c2ccc[nH]2)cc1
62	-6.2	0.59	-0.41	O=C(Oc1ccc2c(c1)OCC2=O)c1ccccc1
43	-53.9	0.64	-0.04	COc1cccc(-n2cc3c(=O)n(C)c(=O)n(C)c3c2)c1
29	60.0*	-0.34	-0.27	O=C(CN1CCOc2ccccc21)NCc1ccc(F)cc1
9	11.1	x	x	CCN(CC)c1ccc(C(=O)c2cnc(/N=C/N(C)C)s2)cc1
5	x	0.41	0.58	COc1ccc(N2CCN(CC(=O)N3CCC(C)CC3)CC2)cc1
19	x	0.9	1.37	CC1CCCCC1NC(=O)CN1CCC(O)(c2ccc(F)cc2)CC1 (stereo not drawn)
51	-92.9	-1.11	-0.25	CN1C2CCC1/C(=C\c1ccc(F)cc1)C(=O)/C2=C/c1ccc(F)cc1
83	x	-0.88	-1.19	COc1cccc(Cn2nnc(C(=O)NCc3ccccc3Cl)c2N)c1
68	x	0.53	-0.86	CCC1(CC)NC(=O)N(CC(=O)OCC(=O)Nc2cc(C)ccc2C)C1=O
53	-209.1	x	x	COc1cc(NC(=O)c2ccc([N+](=O)[O-])o2)ccc1NC(=O)c1cccs1
37	-64.5	-1.45	-0.78	CCC1(C)Cc2ccccc2-c2nc(NCCO)n(-c3ccc(C)cc3)c(=O)c21 (stereo not drawn)
76	10.0	x	x	Cc1cc(C)n(CC(=O)N/N=C/c2cc(Br)cc([N+](=O)[O-])c2O)n1
33	18.2	-0.58	-0.52	COC(=O)CN(c1nc(C)c(Cl)c(OC)n1)S(=O)(=O)c1ccc(C)cc1
15	-25.9	-0.9	-1.55	Cc1cccc(C)c1NC(=O)C(NS(=O)(=O)c1cccs1)c1ccccc1 (stereo not drawn)
26	-74.6	1.89	1.86	CCN(C(=O)COC(=O)c1c(NC(C)=O)sc(C)c1C)C1CCS(=O)(=O)C1 (stereo not drawn)

New compounds follow.
cpd	INS promoter inh	sdo1 growth	sdo1 growth Rescue 24 h	SMILES
85	0.0	-1.76	-1.59	c1coc(CNc2nc3sc4c(c3c3ncnn23)CCCC4)c1
86	14.3	-0.66	-0.97	COc1ccc(NC(=O)c2cc(C3CC3)on2)c(OC)c1
87	-8.3	-1.05	-0.74	O=C(/C=C/c1ccc(F)cc1)NCCC1=CCCCC1
88	67.7	1.2	1.82	CCOC(=O)c1nn(-c2ccccc2)c(=O)c2c(N)scc12
89	-345.7	1.44	0.73	Cc1cc(C(F)F)n2nc(C(=O)Nc3ccc(S(=O)(=O)N4CCCC4)cc3)nc2n1
90	x	1.1	1.32	COc1ccc(C2C(C(=O)Nc3cccnc3)=C(C)Nc3nc(-c4cccs4)nn32)cc1OC (stereo not drawn)
91	42.9	0.56	-0.06	O=C1[C@@H]2Cc3ccccc3CN2C(=O)N1c1cccc(F)c1
92	33.3	x	x	O=[N+]([O-])c1ccn(-c2nc(-c3ccccc3)cc(C(F)(F)F)n2)n1
93	-5.0	x	x	COc1ccc(CN(Cc2cc3cccc(C)c3n3nnnc23)C(=O)N2CCOCC2)cc1
94	x	0.54	0.02	C=CCNC(=S)NNC(=O)c1ccc(Br)cc1
95	0.0	x	x	CN(CCc1ccccn1)C(=S)NC(=O)c1ccco1
96	x	-1.33	0.23	CCOC(=O)NC(Nc1nc2ccccc2s1)(C(=O)OCC)C(F)(F)F (stereo not drawn)

Only part of the results is shown, so the mix of outcomes need not match the whole.
